HIF act = HIF pathway transcriptional activators, primary screen, cell-based, U2OS HRE-luciferase, luminescence; U2OS HRE-luciferase reporter; normalized: DMSO 0%, desferrioxamine 100%; activation, % at 7.5 µM (by protocol); AID 1910, 2009; 300,000 compounds, 0.32% hits;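 active means mean activation of at least 10% of the iron chelator positive control signal, with at least half of replicates also reaching 10%; inconclusive means mean and replicate majority disagree about reaching 10%; inactive means mean and most replicates under 10%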
HSF1 activator = HSF-1 activators, primary screen, NIH3T3-HGL cells, MG132 stress, luminescence, single point; NIH3T3-HGL HSF-1 luciferase reporter, 8 h; 100% = twice DMSO control signal; activation, % at 9 µM; 300,000 compounds, 1.7% hits; AID 504408, 2011;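 active means mean replicate activation of at least 50% with a set share of replicates each reaching 50%; inconclusive means only one of those two conditions met; inactive means mean below 50% and too few replicates reaching it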;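 further: 0% = median of the neutral control wells and 100% = twice that signal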
Platelet DG rel = inhibitors of platelet dense granule secretion, primary screen, cell-based, MLPCN, human platelets | AID 1663, 2009 | 300,000 compounds, 0.22% hits | human platelet-rich plasma, SFLLRN dense granule ATP release, luminescence | inhibition, %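 (compounds screened at 7.5 µM in platelet-rich plasma)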;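 active means mean replicate score, as percent of positive control, at or above 50; inconclusive means mean below 50 but at least one replicate at or above 50; inactive means mean and every replicate below 50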
KLF5 inh = KLF5 expression inhibitors, primary screen, DLD-1 cells, luminescence | inhibition, % at 5 µM | 290,000 compounds, 0.23% hits | DLD-1 KLF5 promoter-luciferase reporter;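 active means inhibition above a per-plate limit of that plate's mean compound inhibition plus 3 SD, cut at about 60% in these data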;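 further: 0% = DMSO wells and 100% = LY294002 at 200 µM; higher means less KLF5 promoter-driven luciferase light; inactives centre near -14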
aSyn 5UTR inh = MLPCN primary screen, SNCA 5' untranslated region | AID 1813, 2009 | inhibition, % (tested at 7.5 µM) | 300,000 compounds, 0.82% hits | alpha-synuclein 5'UTR reporter, inhibitor activity; in the data active means inhibition above about 60%; inconclusive means no clear call, values can overlap the other calls;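 further: H4 neuroglioblastoma cells stably carrying SNCA 5'UTR luciferase fusion; 0% = DMSO wells and 100% = positive control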
HSF1 inh = HSF1 inhibitors in luciferase reporter cells, primary screen, cell-based, NIH3T3, luminescence | NIH3T3-HGL HSE-luciferase, MG132-induced, luminescence 8 h; stronger effect = lower value | activity change, negative = inhibition, % at 7.5 µM (by protocol) | 300,000 compounds, 0.77% hits | AID 2098, 2009;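 active means more than half of replicate wells show activity change below -50%, luminescence cut by over half; inconclusive means some wells, but at most half, below -50%; inactive means no replicate well below -50%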;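 further: luciferase reports HSF-1 transcriptional activity via heat shock element; 0% = median of DMSO wells and -100% = zero luminescence signal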
HDAC3 inh = HDAC3 deacetylase inhibitors, primary screen, biochemical, fluorescence, cell-free homogeneous; Histone deacetylase 3 (Homo sapiens), O15379; recombinant HDAC3, fluorogenic peptide/trypsin coupled; inhibition, % at 8.3 µM; 320,000 compounds, 0.15% hits; AID 2718, 2010; in the data active means inhibition above about 26%, passing the limit was not always enough; inconclusive means no clear call, values can overlap the other calls
Target sequence (O15379 whole entry, looked up): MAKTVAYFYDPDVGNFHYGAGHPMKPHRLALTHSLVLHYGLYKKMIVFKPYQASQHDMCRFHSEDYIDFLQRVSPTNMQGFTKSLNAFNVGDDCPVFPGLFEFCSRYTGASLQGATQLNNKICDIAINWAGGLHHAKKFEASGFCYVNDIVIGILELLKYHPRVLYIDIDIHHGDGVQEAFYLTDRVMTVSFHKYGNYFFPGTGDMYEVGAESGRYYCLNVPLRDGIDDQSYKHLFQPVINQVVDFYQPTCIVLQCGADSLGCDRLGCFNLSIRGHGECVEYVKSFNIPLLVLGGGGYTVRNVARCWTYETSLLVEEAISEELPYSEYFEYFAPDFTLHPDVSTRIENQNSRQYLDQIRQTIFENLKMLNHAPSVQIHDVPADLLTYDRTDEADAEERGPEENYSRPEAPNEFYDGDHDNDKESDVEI
IEC-6 cytotox = cytotoxicity in IEC-6 intestinal epithelial cells, primary screen, cytotoxicity control for KLF5 inhibitor project, cell-based, luminescence | IEC-6 cytotoxicity, luminescence viability | inhibition, % at 5 µM | 290,000 compounds, 0.78% hits; in the data active means inhibition above about 22%;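 further: 0% = plate median of test compound wells and 100% = cytotoxic reference compound wells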
HSP90 refold inh = HSP90 inhibitors, primary screen, cell lysate, luminescence. Heat shock protein HSP 90 (rabbit reticulocyte lysate; luciferase refolding). Rabbit reticulocyte lysate, luciferase refolding luminescence, 3 h. inhibition, % at 5.6 µM. 290,000 compounds, 0.91% hits. AID 1789, 2009;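 active means inhibition above the screen-wide mean plus 3 SD, computed separately per campaign, cut at about 16% in these data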;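 further: 0% = DMSO wells and 100% = 60 µM geldanamycin wells; inhibitors lower the luminescence because luciferase stays unfolded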
AI-2 QS modul = Vibrio harveyi AI-2 quorum sensing modulators, primary screen, JMH597 strain, luminescence/OD600 ratio; Vibrio harveyi JMH597 AI-2 luminescence/OD600 ratio, 9 h; stronger effect = lower value; strain lacks LuxN and CqsS sensors; 0 = neutral-control median; activity change, % at 7.5 µM; 300,000 compounds, 0.4% hits; in the data active means activity change below about -75%, passing the limit was not always enough; inconclusive means no clear call, values can overlap the other calls;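 further: luminescence divided by OD600 gain over 9 h not by final OD600 alone; inactives centre near 13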
The depositor's hits bear a star; ? = inconclusive; nt = not tested or not shown.

SMILES	HIF act	HSF1 activator	Platelet DG rel	KLF5 inh	aSyn 5UTR inh	HSF1 inh	HDAC3 inh	IEC-6 cytotox	HSP90 refold inh	AI-2 QS modul
COc1ccc(CCC(=O)NCc2cnn(C)c2)cc1	-0.2	8	-4	-27	1	-1	-8	0	-2	5
CCOc1ccc(NC(=O)CNC(=O)c2nn(-c3ccc(OC)c(OC)c3)c(=O)c3ccccc23)cc1	-0.9	-11	0	-4	16	-8	-1	-11	2	nt
CCN(C(=O)c1ccc(S(C)(=O)=O)cc1)C12CC3CC(CC(C3)C1)C2	0.1	-9	4	7	2	1	0	-2	1	-1
COc1cccc(CC2(CO)CCCN(Cc3sc(N4CCCC4)nc3Cl)C2)c1 (stereo not drawn)	-0.4	-14	1	5	-10	-8	7	0	-1	35
O=C(NCCCN1CCOCC1)c1ccc(CSCc2cccc(Cl)c2)o1	0.0	-4	5	11	2	1	-1	1	-1	4
Cc1ccc(NCc2ccccc2F)cc1	1.7	2	-12	20	-59	7	0	-3	7	9
C=CCNCC(=O)NN=C(c1ccccc1)c1ccccc1	-0.2	2	3	-19	27	-1	-13	-2	0	16
Cc1nnc(SCC(=O)NCc2ccc3c(c2)OCO3)s1	-0.4	3	11	-3	-8	-3	2	0	7	8
Cc1ccc(OCCn2cnc3c2c(=O)n(C)c(=O)n3C)cc1	-0.2	11	2	6	9	0	1	9	3	8
O=C(Oc1ccc2cccc(OC(=O)N3CCOCC3)c2c1)N1CCOCC1	-0.4	2	5	-20	-4	0	3	-1	2	0
Cc1cc(C)cc(NC(=O)CSc2nc3c(c(=O)n2C)SC(C)C3)c1 (stereo not drawn)	-0.1	20	3	18	39	8	6	4	-3	3
O=C(Nc1ccccc1)c1ccc(Br)c(S(=O)(=O)Nc2cccnc2)c1	-0.8	-16	13	1	9	-2	-1	-2	-1	7

Results in Platelet DG rel (two entries from above):
SMILES,Platelet DG rel
C=CCNCC(=O)NN=C(c1ccccc1)c1ccccc1,3
Cc1nnc(SCC(=O)NCc2ccc3c(c2)OCO3)s1,11

Remaining list, next part:
SMILES	HIF act	HSF1 activator	Platelet DG rel	KLF5 inh	aSyn 5UTR inh	HSF1 inh	HDAC3 inh	IEC-6 cytotox	HSP90 refold inh	AI-2 QS modul
COCCCNc1nc2c(c(=O)n(Cc3cccc(Br)c3)c(=O)n2C)n1C	-0.7	9	2	-32	16	4	13	-5	-3	7
O=C(Nc1ccc(Cl)c(Cl)c1)N1CCSCC1	0.6	6	1	-52	-30	3	-3	2	-1	2
O=C(Nc1ccsc1C(=O)O)c1ccc(Cl)cc1	5.0	36	-5	-98	-23	13	1	3	7	24
Cc1cccc(N2CCN(c3ccc(N4C(=O)CCCC4=O)cc3[N+](=O)[O-])CC2C)c1 (stereo not drawn)	79*	-2	7	-10	6	-4	2	-9	-1	28
COc1ccccc1CNC(=O)COC(=O)c1ccccc1-c1ccccc1	-0.4	27	-6	nt	9	13	5	nt	nt	26
COc1ccc(C(=O)O)cc1S(=O)(=O)NC(C)(C)C	0.1	-2	2	-13	-9	5	4	-6	-4	24
CCOc1ccc(CCNC(=O)CS(=O)(=O)Cc2nc(-c3ccccc3F)oc2C)cc1	0.2	10	-4	9	1	-2	-4	8	-1	3
Cc1occc1C(=O)N/N=C/C=C/c1ccccc1[N+](=O)[O-]	0.9	-1	0	-35	-32	-2	3	5	-1	15
O=C(c1cc2c(s1)-c1ccccc1OC2)N1CCCC1	4.4	11	9	-86	-105	11	-61	-7	-1	20
COc1ccc(NC(=O)Cn2nnc(C(=O)NCc3cccs3)c2N)cc1OC	0.7	0	3	-18	16	-2	4	-4	-4	18
CC(=O)Nc1ccc(NC2=Nc3ccccc3N3C2=Nc2c(c(C)nn2-c2ccccc2)C3c2ccccc2)cc1 (stereo not drawn)	-0.6	2	11	19	27	-7	4	2	6	2
COc1cc(CCC(=O)N2CCN(c3ccccc3)CC2)cc(OC)c1OC	-0.2	11	-7	9	-30	7	-6	-2	-2	1
CCOc1ccc(CCNC(=O)COC(=O)c2ccc(C)s2)cc1OCC	-0.6	3	10	-17	7	1	-2	-6	5	9
O=C(NC1CCN(c2ncccn2)CC1)c1cccc(F)c1	-1.9	0	-17	0	9	-4	-7	-4	5	27
Cc1cc(O)c(C(=O)/C=C/c2c(F)c(F)c(F)c(F)c2F)c(=O)o1	2.2	6	-8	-4	-40	4	0	-1	8	11
COCCCNC(=S)N/N=C/c1ccc(OC)c(Br)c1	0.9	-3	10	-17	12	0	6	6	2	14
COc1ccc(NC(=O)c2cc(OC)c(OC)c(OC)c2Br)cc1OC	-0.2	5	0	20	34	-2	1	1	1	15
Cc1c(Cc2ccccc2)c(=O)oc2c(C)c(OCC(=O)Nc3ccc(C#N)cc3)ccc12	0.1	36	1	0	35	1	-2	0	1	8
Cc1cc(C)c2nc(SCCc3ccccc3)nc(C)c2c1	0.3	14	-2	-28	-34	-3	2	-4	2	2
O=C(O)CCC(=O)NNC(=O)COc1ccc(Cl)cc1Cl	-0.2	-3	1	-17	0	-2	-1	4	0	15
CC(C)(C)NC(=O)COC(=O)c1ccccc1Nc1ccc(SC(F)F)cc1	2.2	98*	-6	-69	-145	67	12	38*	-4	24
CN(C)S(=O)(=O)c1cccc(NC(=O)CN(CCO)CC(=O)Nc2cccc(S(=O)(=O)N(C)C)c2)c1	-1.0	2	-1	-9	-6	0	-4	-2	-1	15
CCOC(=O)CCc1c(C)c2c(C)nn(-c3ccccc3)c2[nH]c1=O	-0.2	4	7	-17	15	-1	-2	5	0	10
Cc1ccc(C(C2=C(O)CC(C)(C)CC2=O)C2C(=O)CC(C)(C)CC2=O)o1 (stereo not drawn)	-0.2	5	-26	-19	-1	3	7	2	0	12
c1ccc(-n2nnnc2OCCOc2nnnn2-c2ccccc2)cc1	-0.4	-11	1	-3	39	-4	3	0	0	9
O=C(Nc1ccc(Br)cc1F)c1cccnc1	0.4	8	-4	-76	-36	-2	-2	1	-1	36
Cc1ccc(N(C)S(=O)(=O)c2cc3c(cc2C)NC(=O)CO3)cc1	-0.3	1	-1	-6	19	-8	-4	-7	-1	31
CCC(=O)N1CCc2cc(Br)cc(S(=O)(=O)N3CCC(C(=O)NC(C)C)CC3)c21	-0.1	11	6	-11	-4	1	3	6	0	7
COc1ccc(OC)c(C2C(C(C)=O)=C(C)Nc3ncnn32)c1 (stereo not drawn)	0.6	3	-3	-14	11	-1	2	3	1	7
CCn1c(SCC(=O)c2cc(OC)ccc2OC)nnc1C(C)C	0.3	-33	1	-41	17	-13	2	-1	-1	1
O=C(CSc1nc(-c2ccccc2)cc(C(F)(F)F)n1)NCc1ccco1	-0.2	11	3	1	14	4	-4	-2	1	9
Cc1cc(NC(=O)CSc2nnc(-c3cccnc3)n2N)no1	-0.5	-5	3	-24	1	-2	nt	-2	6	33
Cc1ccc2nc(SCC(=O)Nc3ccc(Br)cc3)nc(=O)n2c1	?	6	5	nt	-39	0	-1	nt	nt	10
Cc1nc(C)c(CCNC(=O)c2ccccc2Br)s1	0.0	17	-4	-20	10	-2	nt	0	-2	16
Cc1cccc(N2CCN(C(=O)c3ccc(NS(=O)(=O)c4c(C)noc4C)cc3)CC2)c1C	-1.5	20	-3	-33	-6	9	7	0	1	-3
COc1ccc(S(=O)(=O)N2CCC(O)(c3ccc(Cl)cc3)CC2)cc1OC	nt	nt	nt	1	nt	nt	-5	-5	1	25
Cc1cc(-c2csc(NC(=O)c3ccccc3C(F)(F)F)n2)c(C)n1Cc1ccccc1	-1.3	-5	2	-1	27	2	-2	4	0	0
O=C(CSc1nnc(NC(=O)C2CC(=O)N(c3ccccc3)C2)s1)NC1CCCC1 (stereo not drawn)	0.3	1	-2	-29	1	-3	-9	0	-3	18
Cc1nn(CC(=O)NCCc2ccccc2)c(C)c1[N+](=O)[O-]	0.8	-5	-7	-7	-46	-6	nt	-1	-1	2
CCN(CC)C(=S)NC(=O)c1ccc(OC)c(Br)c1	1.6	25	9	-2	-13	0	-1	7	3	-1
CN(Cc1ccccc1)C(=O)CCSc1nc(-c2ccc3c(c2)OCO3)cc(C(F)(F)F)n1	-0.2	4	-1	-20	-3	1	-7	-2	0	27
O=C(N/N=C\c1ccccc1)c1ccccc1-n1cccc1	-0.2	-1	-3	1	-17	3	3	3	-2	13
COc1ccc(-c2cc(=O)[nH]c(=S)[nH]2)cc1	0.1	-2	-1	-7	-6	-1	-3	-10	-5	37
O=C(Nc1nc2ccccc2[nH]1)C1CCCC1	2.7	19	10	-92	-80	15	5	-3	-2	22
Cc1nc2ccccc2n1C1CCN(CC(=O)NCc2ccc(F)cc2)CC1	0.0	-24	2	-19	-6	0	-2	1	-1	34
CC1Cc2ccccc2N1C(=O)CN1CCc2ccccc2C1 (stereo not drawn)	0.2	4	5	4	-10	-1	2	9	3	13
OCCCNc1nnc(-c2ccccc2)c2ccccc12	-1.2	-9	-2	-37	5	-3	-4	-3	-3	19
CCOC(=O)N1CCN(C(=O)C2CCN(S(=O)(=O)N3CCCC3)CC2)CC1	-0.6	-8	-6	-19	-23	-3	14	0	1	3
COC1OC(COC(=O)c2ccccc2)C(OC(=O)c2ccccc2)C1OC(=O)c1ccccc1 (stereo not drawn)	-2.4	6	-5	-3	17	1	-1	-2	7	4
Cc1ccc(C(=O)CSc2nc(C)cc(SCc3nnc(-c4ccccc4)o3)n2)cc1	-0.3	1	0	-23	-11	3	-7	0	2	18
O=C(CNC(=O)c1ccccc1)NCC1COc2ccccc2O1 (stereo not drawn)	-0.1	1	0	2	7	-7	-8	-2	-1	30
COc1ccc(NC(=O)CCNC(=O)c2ccco2)cc1OC	1.4	-16	2	-14	12	-5	-8	3	0	18
COc1ccc(N(C)S(=O)(=O)c2cccc(C(=O)NCC3CCCO3)c2)cc1 (stereo not drawn)	0.1	0	nt	-29	11	-3	-1	-2	5	6
N/C(=N\OC(=O)/C=C/c1ccccc1Cl)c1ccccn1	-2.1	-23	15	54	40	-10	-2	-2	28*	10
CC(CC(=O)O)CC(=O)Nc1cc([N+](=O)[O-])ccc1O (stereo not drawn)	-0.1	-11	4	-12	20	4	2	1	4	13
O=C(Nc1ccc(N2CCOCC2)nc1)c1ccc(C(F)(F)F)cc1	nt	nt	nt	-14	nt	nt	-7	-4	1	6
CCn1c(CNc2ccc(F)cc2)nnc1SCC(=O)Nc1ccc(OC)cc1OC	0.3	24	-5	10	-3	15	3	0	0	-9
Cc1ccc(S(=O)(=O)c2cn(CC(=O)Nc3ccccc3)c3ccc(F)cc3c2=O)cc1	-0.4	24	-8	16	3	19	-2	4	-4	21

Compound activity (PubChem BioAssay)
